TRAIL sens C8 = caspase-8 TRAIL sensitization; NB7+C8 cells + TRAIL, ATPlite viability luminescence; hit rate 1% among 360,000; inhibition (viability loss, TRAIL sensitization), % at 10 µM;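 active = compounds causing at least 50% loss of cell viability in the single-dose screen, relative to plate controls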
NR2E3 ag-1 = NR2E3 (human) agonism | Q9Y5X4 | GST-NR2E3/biotin-RetCOR TR-FRET, 1536-well | inhibition of corepressor binding, % at 4.78 µM | hit rate 0.12% among 320,000 | AID 2300;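 active = percent inhibition above the cutoff of mean plus 3 SD of all tested compounds, set per screening campaign, cut at about 20% in these data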;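 also: 0% = DMSO wells and 100% = biotin wells as full block of FRET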
Target sequence (Q9Y5X4 whole entry, looked up): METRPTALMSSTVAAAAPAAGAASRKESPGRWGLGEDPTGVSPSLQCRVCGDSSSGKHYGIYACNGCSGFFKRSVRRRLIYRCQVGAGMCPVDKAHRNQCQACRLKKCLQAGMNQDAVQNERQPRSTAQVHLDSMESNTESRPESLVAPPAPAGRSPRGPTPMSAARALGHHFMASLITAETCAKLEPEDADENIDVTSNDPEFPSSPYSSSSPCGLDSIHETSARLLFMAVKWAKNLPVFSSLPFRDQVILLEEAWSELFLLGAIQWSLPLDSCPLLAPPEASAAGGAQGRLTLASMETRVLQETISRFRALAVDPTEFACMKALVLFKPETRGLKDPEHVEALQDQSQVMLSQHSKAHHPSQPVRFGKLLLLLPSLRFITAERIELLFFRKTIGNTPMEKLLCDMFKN
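system = GST-tagged NR2E3 plus biotinylated RetCOR corepressor | input = 1.35 nM GST-NR2E3 | also added = 7 nM biotin-RetCOR | schedule = 5 h incubation at 4 °C | measured by = TR-FRET with europium anti-GST and streptavidin-D2, 340 nm excitation | read-out = percent loss of FRET ratio relative to control wells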
MITF TRPM1 inh = MITF TRPM1 promoter inhibition in SK-MEL-5 cells. SK-MEL-5 TRPM1 promoter luciferase, 24 h. inhibition, % at 12.5 µM. hit rate 0.83% among 330,000. AID 488899;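 active = mean inhibition across replicates of 60% or more, whatever share of single replicates reaches that level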; also: values of inactives mirror those of a sister screen read the other way
TROY signal inh = TROY signaling inhibition; AID 1347056; inhibition, % at 10 µM; Q293 LMP1-TROYcd NF-kB luciferase reporter, 4 h; hit rate 0.98% among 360,000;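 active = compounds whose plate-normalised and pattern-corrected inhibition of the luciferase reporter signal at the single screening dose is 50% or more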
Peg3 prom inh = inhibitors of Peg3 promoter. inhibition, % at 20 µM. hit rate 1.7% among 360,000. AID 588405. HeLa PEG-Prom luciferase reporter, luminescence, overnight;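 active = inhibition of at least 50% at 20 µM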
HIF-2a block = inhibitors of HIF-2a | hit rate 0.72% among 360,000 | inhibition, % at 18.8 µM | 786-0 RCC cells HIF-2a reporter, luciferase luminescence, overnight;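 active = inhibition of the luminescence signal of 40% or more relative to plate controls, in a single-dose primary screen at 18.75 µM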
NR2E3 ag-2 = human photoreceptor-specific nuclear receptor agonism | Q9Y5X4 | CHO-S Gal4-NCOR/VP16-NR2E3 two-hybrid, luciferase | inhibition of corepressor binding, % at 3.98 µM | hit rate 0.35% among 360,000 | AID 602229;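 active = inhibition above the mean of all tested compounds plus 3 SD, cut at about 70% in these data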;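 also: 0% = DMSO with NR2E3 transfected cells and 100% = cells lacking NR2E3 construct; higher means lower luciferase signal from less NR2E3 corepressor binding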
TWEAK Fn14 block = TWEAK-Fn14 signaling inhibition | TWEAK-stimulated Fn14 reporter cells, luciferase luminescence, 8 h | inhibition, % at 10 µM | hit rate 2% among 360,000 | AID 1159606; in the data active = inhibition above about 50%
CF NFkB inh = cystic fibrosis NF-kB activation inhibition. hit rate 0.86% among 360,000. AID 588850. KKLEB NF-kB-GFP reporter, PAF-induced, GFP fluorescence overnight. inhibition, % at 5 µM;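 active = at least 50% inhibition at 5 µM, scaled per plate between neutral and stimulator controls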;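 also: PAF is a Pseudomonas aeruginosa culture filtrate used as stimulus; plate controls were PAF-stimulated DMSO wells for no effect and unstimulated DMSO wells for full effect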
Shn3 3UTR inh = reduces Shn3 3'UTR luciferase signal in osteoblasts | Clone20 osteoblast Shn3 3'UTR firefly luciferase, 24 h | inhibition, % at 12.5 µM | hit rate 0.52% among 360,000;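 active = mean inhibition of at least 75% with every replicate also reaching 75%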;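 also: 0% = median of neutral control wells and 100% = pilot-screen positive control compound; some compounds past the cut are filed as inactive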
KKLEB cytotox = reduces viability of KKLEB cystic fibrosis airway cells; hit rate 0.36% among 360,000; AID 602141; KKLEB CF airway cells viability, ATPlite luminescence, overnight; stronger effect = lower value; cells stimulated with P. aeruginosa culture filtrate; activity change (cytotoxicity), % at 5 µM;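 active = corrected activity change at or below -50% at 5 µM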
An asterisk follows results filed as active; nt = not tested or not shown. Only part of the results is shown; the hit share may differ from the screen's.

item	Molecule	TRAIL sens C8	NR2E3 ag-1	MITF TRPM1 inh	TROY signal inh	Peg3 prom inh	HIF-2a block	NR2E3 ag-2	TWEAK Fn14 block	CF NFkB inh	Shn3 3UTR inh	KKLEB cytotox
1	O=C(NCC1CCCO1)/C(=C\c1cccs1)NC(=O)c1ccccc1 (stereo unspecified)	-12	1	-7	-2	-1	13	-19	8	-8	-17	-2
2	O=C(O)c1cccc2cccc(-c3c4ccc(=O)c(O)c-4oc4c(O)c(O)ccc34)c12	-15	nt	28	-3	39	34	-19	82*	-3	-1	13
3	Cc1c(C(=O)N(CCO)Cc2ccccc2)oc2c(F)cccc12	-3	1	-80	-17	-172	-208	-49	-1	6	-90	-28
4	CCOc1ccc(C(=O)Nc2ccccc2-c2ccccc2)cc1Cl	-1	2	-9	15	-21	-23	-14	-17	-7	22	14
5	O=C1C=C(c2cccs2)CC(c2cccs2)C1n1cnc([N+](=O)[O-])c1 (stereo unspecified)	0	-3	6	23	5	27	-22	22	-7	14	0
6	COc1cc2nc(NC(=O)c3ccc(F)cc3Cl)sc(=O)c2cc1OC	14	1	-28	-4	17	0	7	64*	9	10	-14
7	Cc1c(C(=O)NCCc2ccccc2)oc2ccccc12	23	-1	-54	-23	-305	-184	-137	34	-6	-50	-2
8	COC(=O)CCN1CCc2cc(N=Nc3ccc([N+](=O)[O-])cc3)ccc21	23	1	-23	53*	-192	-155	-6	30	43	-45	-36
9	CN(c1ccc(C(=O)NCCSCc2ccco2)cc1)S(C)(=O)=O	-2	0	-42	-12	-46	-96	-36	-18	6	-19	9
10	CCOC(=O)N1CCN(Cc2nc(CC3CC3)no2)CC1	-4	1	-24	-9	-31	-84	-14	-10	9	-11	-10
11	O=S(=O)(Nc1nc2ccccc2s1)c1ccc(Br)s1	8	0	9	16	10	-9	42	12	5	-42	2
12	CN(C)c1ncc(S(=O)(=O)c2ccccc2)c(-c2ccccc2Cl)n1	-7	2	-4	10	20	14	3	13	14	5	-14
13	NNC(=O)c1ccc2nc(-c3ccc(Br)cc3)cn2c1	31	8	-91	-34	-299	-178	-67	-65	-34	-77	7
14	COc1ccc([C@H]2CC(=O)C=C(c3ccc(Oc4ccccc4)cc3)C2)cc1OC	-3	-1	-1	11	1	4	20	37	30	49	-14
15	COc1ccc(C(=O)CSc2nccn2C)cc1	7	0	-85	-36	-166	-177	-73	-5	-14	-76	10

Results in NR2E3 ag-1, Shn3 3UTR inh and HIF-2a block, for 3 of the compounds above:
#	SMILES	NR2E3 ag-1	Shn3 3UTR inh	HIF-2a block
8	COC(=O)CCN1CCc2cc(N=Nc3ccc([N+](=O)[O-])cc3)ccc21	1	-45	-155
9	CN(c1ccc(C(=O)NCCSCc2ccco2)cc1)S(C)(=O)=O	0	-19	-96
10	CCOC(=O)N1CCN(Cc2nc(CC3CC3)no2)CC1	1	-11	-84

The listing continues:
item	Molecule	TRAIL sens C8	NR2E3 ag-1	MITF TRPM1 inh	TROY signal inh	Peg3 prom inh	HIF-2a block	NR2E3 ag-2	TWEAK Fn14 block	CF NFkB inh	Shn3 3UTR inh	KKLEB cytotox
16	Cc1nc2nc(-c3cccs3)cn2nc1C	0	1	-40	-1	-205	-150	-31	-20	-12	-75	-10
17	COc1ccc2nc(SC)cc(C)c2c1	8	-1	-9	-7	7	-20	-11	-10	-9	14	10
18	CCCn1c(N)c(C(=O)CSc2nnc(C3CC3)n2-c2ccccc2)c(=O)[nH]c1=O	-9	-1	2	7	14	11	-14	-1	5	-9	6
19	COc1ccc(NC(=O)CSCc2cc(=O)n3c(C)csc3n2)cc1	-8	1	-4	-21	5	1	8	-16	0	-14	-8
20	CC(=O)Nc1nc(COc2ccccc2)cs1	-2	-6	-73	-33	-224	-151	-43	3	-7	-45	6
21	O=c1cc[nH]c2cccc(Cc3ccccc3)c12	11	3	2	0	5	1	-17	-26	1	-7	3
22	COC(=O)c1c(NC(=O)CC2Nc3cc(C)c(C)cc3NC2=O)sc(C)c1C (stereo unspecified)	-4	-1	-6	1	5	7	-4	-7	10	23	-6
23	Cc1cccn2c(CNCC3OCCc4ccccc43)c(C(=O)N3CCCCC3)nc12 (stereo unspecified)	-2	-2	9	4	13	14	-8	16	-8	-1	6
24	O=C(Cc1c(O)c2ccccc2[nH]c1=O)OC1CCCCC1	-2	-1	2	-7	14	14	18	-8	-11	9	4
25	COc1cc2c3nnc(-c4ccc(F)cc4)c-3cn(Cc3ccc(F)cc3)c2cc1OC	1	7	73*	-60	98*	0	-17	-229	-201	-13	-21
26	CCc1ccc2c(c1)NC(=O)C2(C)Cc1ccccc1C#N (stereo unspecified)	20	nt	nt	7	9	14	10	1	-31	5	5
27	Cc1cc(C)c(S(=O)(=O)c2ccccc2)c(N(C)C)n1	2	1	-1	-6	-10	1	-2	4	4	9	-2
28	O=C(c1cccc([N+](=O)[O-])c1)N1CCN(Cc2ccccc2)CC1	-9	1	11	-9	14	21	-8	9	-10	31	7
29	O=C(COC(=O)c1c[nH]c2ccccc12)NC1CCCC1	1	-1	6	-24	-44	-61	-20	0	9	3	-6
30	CCOc1ccccc1NS(=O)(=O)c1c(C)noc1C	3	-1	0	-2	16	24	9	6	0	12	6

Six entries out of the list, ordered by number of heavy atoms, largest number first.
item	Molecule	TRAIL sens C8	NR2E3 ag-1	MITF TRPM1 inh	TROY signal inh	Peg3 prom inh	HIF-2a block	NR2E3 ag-2	TWEAK Fn14 block	CF NFkB inh	Shn3 3UTR inh	KKLEB cytotox
22	COC(=O)c1c(NC(=O)CC2Nc3cc(C)c(C)cc3NC2=O)sc(C)c1C (stereo unspecified)	-4	-1	-6	1	5	7	-4	-7	10	23	-6
19	COc1ccc(NC(=O)CSCc2cc(=O)n3c(C)csc3n2)cc1	-8	1	-4	-21	5	1	8	-16	0	-14	-8
28	O=C(c1cccc([N+](=O)[O-])c1)N1CCN(Cc2ccccc2)CC1	-9	1	11	-9	14	21	-8	9	-10	31	7
29	O=C(COC(=O)c1c[nH]c2ccccc12)NC1CCCC1	1	-1	6	-24	-44	-61	-20	0	9	3	-6
20	CC(=O)Nc1nc(COc2ccccc2)cs1	-2	-6	-73	-33	-224	-151	-43	3	-7	-45	6
16	Cc1nc2nc(-c3cccs3)cn2nc1C	0	1	-40	-1	-205	-150	-31	-20	-12	-75	-10

(more compounds)
item	Molecule	TRAIL sens C8	NR2E3 ag-1	MITF TRPM1 inh	TROY signal inh	Peg3 prom inh	HIF-2a block	NR2E3 ag-2	TWEAK Fn14 block	CF NFkB inh	Shn3 3UTR inh	KKLEB cytotox
31	CCCCn1c(=S)[nH]c2ncccc2c1=O	-4	-2	-5	-17	16	-2	4	-1	0	-20	4
32	CC(=O)c1ccc(Nc2c([N+](=O)[O-])ccc3nonc23)cc1	9	1	4	14	-12	14	-10	12	27	-7	1
33	Cc1nc2c(-c3ccc(F)cc3)cnn2c(N)c1-c1ccc(F)cc1	53*	0	-54	74*	-14	-89	32	78*	-2	-52	-32
34	COc1ccc(CCNC(=O)C2CCN(C(=O)NC3CCCCC3)CC2)cc1	5	-3	-7	0	4	2	4	3	-13	-15	10
35	O=C(NCc1ccc(OC(F)(F)F)cc1)C12CN(Cc3ccccc3)CC1C(c1cccc([N+](=O)[O-])c1)=NO2 (stereo unspecified)	6	-1	0	7	-22	-15	5	14	11	28	2
36	O=C(NCCc1ccccc1)c1cccc(NC(=O)C2CCCCC2)c1	0	nt	-2	-45	-136	-123	-147	-12	-3	6	10
37	COc1ccccc1C(=O)NC(=O)COC(=O)c1ccco1	21	0	-2	-16	13	-3	-3	-11	-7	8	6
38	COc1ccc(S(=O)(=O)NC(C)C(=O)NCCN2CCOCC2)cc1Cl (stereo unspecified)	-2	-5	-1	-16	2	5	-15	11	7	10	6
39	CC1(C)CC(=O)C2=C(C1)N(c1cccnc1)C(N)=C(C#N)C2c1cccs1 (stereo unspecified)	-4	-1	9	0	10	-2	-27	3	8	-1	-1
40	Cc1cccc(CN2C(=O)N/C(=C/c3ccc(C)s3)C2=O)c1	29	-1	-12	-26	-20	-76	-168	39	4	2	0
41	COc1ccc(N)c(C)c1	5	nt	4	-15	0	-15	2	0	4	-1	-12
42	O=C(COC(=O)c1cc(S(=O)(=O)N2CCOCC2)ccc1Cl)c1ccc[nH]1	-12	nt	nt	-15	4	14	-14	13	7	-4	-10
43	Cc1cc(NC(=O)CCC(=O)N(CCC(C)C)C(C(=O)NCC2CCCO2)c2ccccc2C)no1 (stereo unspecified)	-11	-3	-12	-3	-2	5	-22	9	-24	4	17
44	O=C(c1ccco1)N1N=C(c2ccccc2)CC1c1ccc2nccnc2c1 (stereo unspecified)	7	0	-16	-46	-21	-40	-3	-11	-5	-7	0
45	Cc1ccc(S(=O)(=O)N2CCN(CC(=O)Nc3ccccc3C(=O)NC3CC3)CC2)cc1	-10	nt	0	13	14	0	13	0	3	-6	-4
